Compound activity deposited in PubChem by National Center for Advancing Translational Sciences (NCATS).
p53null 39C tox – selectivity test: cytotoxicity in p53 null cells, nonpermissive temperature; H1299 p53-null (neo) cells, 39C, ATPlite viability, 24 h; Potency, µM (series often up to 46.1 µM), inactives show at the highest dose activity, negative = cell killing, usual class: cytotoxic; hit rate 0.97% among 55,000; AID 904;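 also: potency is read from the fitted curve at half-maximal effect; 0% = DMSO only and -100% = full killing by 100 µM tamoxifen; nearly all actives have a fitted effect of over 50% in size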
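Following overnight plating at 37C (600 cells/well), H1299-neo or H1299-p53A138V cells are dosed up to 46 uM. Incubation lasts 24 hr at 39C before ATP detection.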
NTMT1 inh – blocks human N-terminal methyltransferase 1 activity. NTMT1 MTase-Glo SAH luminescence, purified enzyme. Potency, µM (doses to about 114 µM), without a hit: at the highest dose activity change, negative = inhibition, hits mostly inhibitors. hit rate 2.5% among 59,000. AID 1645870;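 also: potency is read from the fitted curve at half-maximal effect; plate controls were DMSO vehicle for no effect and no enzyme for full effect; nearly all actives have a fitted effect of over 65% in size; many of its hits are not listed in these tables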
GALK inh – inhibits human galactokinase. P51570. 44,000 tested, under 10 active. Potency, µM (top dose mostly 57.5 µM), for inactives: top-dose activity, negative = inhibition, most hits filed as inhibitors. recombinant GALK, Kinase-Glo ATP luminescence, 1 h;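 also: plate controls were full GALK reaction for no effect and reaction lacking GALK for full effect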
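Luminescent ATP-depletion readout (Kinase-Glo Plus, 10 min) after 1 h RT reaction of 5 nM GALK, 35 uM ATP, 100 uM galactose, pH 8.0 HEPES buffer. Decreased kinase activity scored as inhibition.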
FH mod – Identification of activators of human fumarate hydratase by quantitative high-throughput screening. Fumarate hydratase, mitochondrial (Homo sapiens), P07954. FH coupled MDH/diaphorase resazurin fluorescence, 15 min. Potency, µM (series often up to 79.9 µM), for inactives: at the highest dose activity change, negative = inhibition, actives largely listed as inhibitors. hit rate 0.22% among 54,000. AID 1347055, 2019; also: potency is read from the fitted curve at half-maximal effect; % is scaled to controls: 0 for no effect and ±100 for the full control effect; the screen sought activators but most active calls are inhibition curves; nearly all actives have a fitted effect of over 45% in size
Target sequence (P07954 whole entry, looked up): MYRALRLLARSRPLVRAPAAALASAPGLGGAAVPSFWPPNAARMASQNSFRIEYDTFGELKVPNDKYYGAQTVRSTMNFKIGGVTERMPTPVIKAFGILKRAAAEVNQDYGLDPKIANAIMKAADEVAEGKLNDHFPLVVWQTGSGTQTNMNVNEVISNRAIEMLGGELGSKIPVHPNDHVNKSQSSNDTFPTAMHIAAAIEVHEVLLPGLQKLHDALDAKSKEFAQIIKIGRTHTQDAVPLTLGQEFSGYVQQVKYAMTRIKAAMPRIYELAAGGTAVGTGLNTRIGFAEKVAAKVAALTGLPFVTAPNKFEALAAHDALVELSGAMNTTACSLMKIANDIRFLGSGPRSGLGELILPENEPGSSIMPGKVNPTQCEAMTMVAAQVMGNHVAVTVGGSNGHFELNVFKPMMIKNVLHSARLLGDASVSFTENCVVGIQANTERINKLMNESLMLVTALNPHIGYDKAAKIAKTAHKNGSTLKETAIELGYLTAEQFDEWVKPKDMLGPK
p53null 32C kill – selectivity test: cytotoxicity in p53 null cells, permissive temperature; Potency, µM (doses to about 46.1 µM), for the others: top-dose activity change, negative = cytotoxicity, actives largely listed as cytotoxic; AID 903; hit rate 0.62% among 55,000; H1299-neo p53 null cells, ATP luminescence, 24 h, 32C;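 also: potency is read from the fitted curve at half-maximal effect; 0% = DMSO only and -100% = full killing by 100 µM tamoxifen; nearly all actives have a fitted effect of over 55% in size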
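Overnight 37C seeding (600 cells/well) of H1299-neo preceded a 24 hr, 32C exposure to compounds up to 46 uM. ATP levels, read by luminescence after 20 min at RT, indicated surviving cells.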
PTAP-TSG101 blk – inhibitors of HIV-1 PTAP binding to human TSG101, validation | Fluorescence polarization, FITC-PTAP peptide/Tsg101, 20 min | AID 1347069 | Q99816 | Potency, µM (top dose mostly 115 µM), for inactives: at the highest dose activity change, negative = inhibition, most hits filed as inhibitors | 44,000 tested, under 10 active; also: potency is read from the fitted curve at half-maximal effect; 0% is about no effect
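Read-out is FITC fluorescence polarization. Compounds were added to Tsg101 binding domain (10 uM final), then FITC-PTAP peptide (50 nM final), 20 min at r.t. Total S+P intensity flags fluorescent compounds.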
B2AR arrestin ag – agonists recruiting beta-arrestin to human beta2-adrenergic receptor | P07550 | HTLA Tango cells, beta-arrestin recruitment, luciferase luminescence, 18 h | Potency, µM (highest dose often 46.1 µM), for the others: top-dose activation, usual class: activators | 44,000 tested, under 10 active | AID 1347077;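 also: potency is read from the fitted curve at half-maximal effect; 0% = DMSO and full agonism = EC100 isoproterenol or metaproterenol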
Target sequence (P07550 whole entry, looked up): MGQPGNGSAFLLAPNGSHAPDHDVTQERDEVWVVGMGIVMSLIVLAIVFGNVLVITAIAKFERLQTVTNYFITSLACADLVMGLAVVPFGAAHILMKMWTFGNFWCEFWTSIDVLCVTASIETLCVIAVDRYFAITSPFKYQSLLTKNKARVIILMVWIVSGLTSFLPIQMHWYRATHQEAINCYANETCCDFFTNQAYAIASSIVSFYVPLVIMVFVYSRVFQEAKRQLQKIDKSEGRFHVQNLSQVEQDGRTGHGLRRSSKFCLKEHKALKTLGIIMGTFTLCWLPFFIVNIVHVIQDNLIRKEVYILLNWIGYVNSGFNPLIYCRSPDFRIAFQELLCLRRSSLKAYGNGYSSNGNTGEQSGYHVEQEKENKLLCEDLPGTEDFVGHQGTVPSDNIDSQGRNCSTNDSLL
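Tango cells (recombinant beta2-AR, beta-arrestin, tTA-driven luciferase), 1500/well in DMEM 1% FBS, treated 18 h at 37 °C with compounds up to 46 µM; luciferin mix added, luminescence read after 15 min; %activity curves fitted and curve-classed.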
Active calls of the source: *; u = inconclusive; x = not tested or not shown; [ ] = dose if it differs, or a comment. Calls follow the shape of the dose curve; as a rule, active = well fitted curve in the direction sought with a large enough effect; inconclusive = small, poorly fitted or top-dose-only effect, or another doubt; inactive = no such curve, though single readings can be large; an effect the other way counts as inactive or inconclusive. Some of the compounds tested (hit frequency here may not be typical).

Second line of a record: p53null 39C tox	GALK inh	FH mod	B2AR arrestin ag	p53null 32C kill	NTMT1 inh	PTAP-TSG101 blk
> COc1ccccc1NC(=O)C1=C(C)Nc2c(C(=O)Nc3ccc(F)cc3)cnn2C1c1ccc(Cl)cc1 (configuration not stated)
    3%	1%	-13%	5%	17%	-5%	-1%
> CCOC(=O)CCN(c1ccccc1)S(=O)(=O)c1ccc2[nH]c(=O)ccc2c1
    -4%	-1%	3%	0%	-7%	6%	-8%
> COc1ccc(Cl)cc1NC(=O)c1cc2nc(-c3ccc(C)cc3)cc(C(F)(F)F)n2n1
    x	0%	-1%	1%	x	10%	-3%
> COc1ccc(C)cc1NC(=O)N1CCN(c2nnc(C)c3c(C)n(-c4ccccc4)nc23)CC1
    13%	1%	0%	0%	-2%	-24%	3%
> Cc1cccc(N2CCN(C(=O)Cn3nc(C)n4cccc4c3=O)CC2C)c1 (configuration not stated)
    5%	-7%	-2%	-3%	-1%	-10%	0%
> CCc1ccc(CNC(=O)Cc2c(C(=O)O)c(C)cn2C)cc1
    -3%	-5%	-3%	-3%	-6%	-4%	-4%
> Cc1ccccc1-c1ccnc2c(-c3ccc(F)cc3)c(C)nn12
    x	0%	-9%	1%	x	11%	-4%
> Cc1cc(C)c2c(n1)SCCN2C(=O)Nc1ccc(C(=O)Nc2ccc(C(C)C)cc2)cc1
    u	2%	-5%	1%	u	-4%	-1%
> COc1cc(C(=O)N2CC(=O)Nc3ccc(C)cc3C2c2ccc(F)cc2)cc(OC)c1OC (configuration not stated)
    -4%	-6%	-8%	0%	5%	-2%	-8%
> COc1ccccc1CNS(=O)(=O)c1cc(Br)cc2c1N(C(C)=O)C(C)C2 (configuration not stated)
    1%	-6%	-9%	-1%	-4%	-6%	-3%
> COc1ccc(CNC(=O)C2CCN(c3nnc(C)c4c(C)n(-c5ccc(C)cc5)nc34)CC2)cc1
    13µM*	-1%	-11%	1%	u	u	-5%
> Cc1cccc(CNC(=O)c2ccc(NC(=O)N3CC(C)Sc4ccccc43)cc2)c1 (configuration not stated)
    -26%	4%	4%	-3%	3%	9%	1%
> Cc1ccc(S(=O)(=O)Nc2cc3c(cc2NCc2ccccc2)n(C)c(=O)n3C)cc1
    u	3%	x	-2%	-1%	x	-3%
> O=C(NCc1ccc(Cl)cc1)c1cc2ccc3cccnc3c2[nH]1
    -3%	-4%	9%	0%	-4%	11%	2%
> COc1ccc2c(c1)Cc1sc(NC(=O)c3ccccc3C)nc1-2
    u	3%	0%	-2%	-15%	u	0%
> CCOc1cc(-c2ccc(OC(=O)c3ccc(C)cc3)c(OC)c2)cc(=O)c2c(C)oc(C)c12
    76%[activator]	u	-18%	-2%	-12%	9%	-11%
> COc1ccc(N2CCN(C(=O)c3ccc4c(c3)CCN4S(=O)(=O)c3ccccc3)CC2)cc1
    -1%	-3%	u	0%	6%	-16%	-5%
> Cc1ccc(CSc2oc(-c3ccco3)nc2S(=O)(=O)c2ccc(Cl)cc2)cc1
    25%	6%	4%	1%	16%	-9%	6%
> Cc1ccn2c(=O)c(C(=O)NCCc3ccccc3)c(O)nc2c1
    2%	-1%	-12%	8%	-4%	-3%	6%
> CCC1CN(C(=O)N2CCC(C(=O)Nc3ccccc3F)CC2)c2ccccc2O1 (configuration not stated)
    3%	2%	-6%	-1%	5%	2%	-2%
> O=c1c2cc3c(nc2ncn1Cc1ccc(Cl)cc1)CCCC3
    -16%	-2%	-8%	2%	-5%	u	-4%
> CCOC(=O)N1CCc2c(sc3c2c(=O)n(CCc2ccccc2)c(=O)n3CC(=O)Nc2cccc(C)c2)C1
    -3%	0%	-2%	0%	6%	5%	4%
> O=C(CCC(=O)N1CCSc2ccccc21)NCc1ccccc1Cl
    -7%	4%	-16%	0%	-1%	0%	-1%
> COc1ccc(S(=O)(=O)Nc2ccc3c(c2)sc(=O)n3C)cc1Cl
    -4%	0%	-17%	0%	-9%	13%	0%
> Cc1cc(C)c2oc(-c3ccc(NC(=O)c4cc(Br)ccc4Cl)cc3)nc2c1
    -5%	0%	-14%	0%	7%	u	-5%
> COc1ccccc1CNC(=O)CCC(=O)N1CC2CCCN2c2ccccc21 (configuration not stated)
    -3%	0%	-7%	0%	7%	3%	0%
> CC(CNC(=O)CN1C(=O)COc2ccc(S(=O)(=O)N3CCCCC3)cc21)c1ccccc1 (configuration not stated)
    u	0%	-6%	-1%	-6%	9%	-5%
> COc1ccccc1CNC(=O)CCCn1nc(C)c2c(C)n(-c3ccc(C)cc3)nc2c1=O
    2%	0%	-24%	1%	5%	2%	-3%
> COc1ccccc1OCc1nc(-c2cccc(C)c2)no1
    u	3%	-28%	0%	u	8%	-4%
> COc1ccc(CCNC(=O)c2c(C)oc3ncn(CC(C)C)c(=O)c23)c(OC)c1
    -6%	2%	-16%	1%	-8%	-6%	0%
> Cn1c(SCC(=O)Nc2nc3ccccc3s2)ncc(C(=O)Nc2ccc(Cl)cc2)c1=O
    -13%	-1%	-13%	-3%	-4%	-3%	-1%
> O=C(CCSCc1ccccc1Cl)N1CCN(c2cccc(Cl)c2)CC1
    8%	-6%	-28%	-1%	1%	-2%	-4%
> CS(=O)(=O)c1ncc(Cl)c(C(=O)N(Cc2ccc(Cl)cc2)Cc2ccco2)n1
    u	-2%	-26%	-1%	u	-12%	-10%
> CCOC(=O)c1cnc2c(C)c(Cl)ccc2c1Nc1ccc(C)cc1C
    -12%	1%	-14%	0%	-3%	9%	3%
> CCOc1ccccc1NC(=O)c1c(NC(=O)c2cccc(C)c2)sc2c1CCCC2
    2%	1%	-14%	0%	-4%	2%	2%
> Cc1ccc(CNC(=O)c2ccc3c(c2)N(Cc2ccccc2F)C(=O)c2ccccc2S3(=O)=O)cc1
    -4%	18%	-8%	1%	-1%	10%	-2%
> Cc1cc(NC(=O)c2cc(-c3ccc(Cl)c(Cl)c3)on2)n(-c2ccccc2)n1
    16%	0%	7%	0%	8%	-18%	2%
> Cc1ccsc1CN(C(=O)c1oc2ccc(F)cc2c1C)C1CCS(=O)(=O)C1 (configuration not stated)
    -2%	0%	-13%	1%	12%	9%	0%
> CC1CCN(C(=O)CSc2c(C(C)C)cnc3c2c(=O)n(C)c(=O)n3C)CC1
    -3%	1%	-1%	0%	-16%	u	-6%
> CCOCCn1ccc2c(OCC(=O)Nc3cccc(F)c3)cccc2c1=O
    22%	-4%	-7%	-3%	4%	13%	-6%
> COc1ccc(OC)c(CCNC(=O)CN2C(=O)COc3ccc(S(=O)(=O)N4CCC(C)CC4)cc32)c1
    -6%	-1%	-5%	1%	7%	-2%	0%
> CCc1cc2c(cc3c(=O)n(CC(=O)NC4CCC(C)CC4)nc(CC)n32)s1 (configuration not stated)
    -19%	5%	-9%	1%	-4%	8%	-3%
> COc1ccc(S(=O)(=O)N2CCC(c3ccncc3)CC2)cc1OC
    10%	2%	6%	-3%	-3%	-9%	1%
> CCCN1CCN(C(=O)Cn2c(-c3cccs3)cc3ccccc32)CC1
    -7%	1%	0%	0%	1%	-12%	-2%
> CN(Cc1ccccc1)c1ncnc2c1nnn2C
    9%	-2%	7%	-1%	-2%	7%	-1%
> Cc1ccc(CNC(=O)CCNS(=O)(=O)c2ccc3c(c2)CCCC(=O)N3)cc1
    13%	1%	-4%	-1%	-7%	19%	-2%
> CCCN(CCC)C(=O)CSc1nc2ccccc2c(=O)n1Cc1ccco1
    87%[activator]	3%	-13%	u	2%	-9%	-4%
> CCc1ccc(NC(=O)C2=CC(c3cccs3)=NS(=O)(=O)N2C)cc1
    0%	0%	u	-1%	-8%	14%	4%
> O=C(NCC(c1ccco1)S(=O)(=O)c1cccs1)c1c(F)cccc1F (configuration not stated)
    5%	-1%	7%	-3%	-8%	9%	-2%
> Cn1c(=O)c(=O)n(C)c2cc(S(=O)(=O)Nc3ccc(Cl)c(C(F)(F)F)c3)ccc21
    -1%	5%	-29%	1%	4%	3%	-5%
> CCc1cc2c(cc3c(=O)n(CC(=O)NC4CCCCC4)nc(CC)n32)s1
    10%	-10%	-3%	0%	0%	-3%	1%
> COc1ccc(CCNC(=O)CSC2=Nc3ccccc3C3=NC(CCC(=O)NCc4ccccc4)C(=O)N23)cc1OC (configuration not stated)
    16%	-3%	-13%	0%	0%	0%	-1%
> CC(C)OCCCNC(=O)C(=O)Nc1ccc2nc3n(c(=O)c2c1)CCCCC3
    0%	10%	-11%	-3%	3%	u	-2%
> CCOc1ccc(NC(=O)c2cc3nc(-c4ccc(OC)cc4)cc(C(F)(F)F)n3n2)cc1
    x	8%	-21%	0%	x	8%	0%
> CC(=O)N1CCc2cc(S(=O)(=O)NC(Cc3ccccc3)C(=O)Nc3cc(C)ccc3C)ccc21 (configuration not stated)
    -3%	0%	16%	0%	1%	-13%	-3%
> CCN(CC)C(=O)C1=C(C)Nc2nc3ccccc3n2C1c1cccc(OC)c1 (configuration not stated)
    9%	0%	1%	1%	9%	0%	-1%
> CCN(CC)S(=O)(=O)c1ccc2c(c1)N(CC(=O)N1CCN(c3cccc(OC)c3)CC1)C(=O)CO2
    -9%	-3%	-15%	0%	12%	-19%	-5%
> CC1CCN(CC2CCN(C(=O)NCc3ccccc3)CC2)CC1
    -5%	-1%	1%	-1%	1%	-1%	-14%
> CC(C)N(CCCNC(=O)Cn1ncc2c([nH]c3ccccc32)c1=O)Cc1ccccc1
    -12%	-1%	1%	0%	-7%	-15%	-1%
> COC(=O)c1c(-c2cccs2)csc1NC(=O)COc1c(C)ccc(C)c1C
    -9%	0%	-4%	-2%	-12%	-13%	-3%
> CCCS(=O)(=O)c1nc(S(=O)(=O)c2ccc(C)cc2)c(NC)s1
    -2%	6%	-6%	-3%	1%	-4%	-5%
> CC(=O)Nc1ccc(NC(=O)CSc2nc3ccccc3nc2N2CCCCC2)cc1
    -18%	2%	-7%	1%	-7%	-3%	0%
> Cc1c(C(=O)N(Cc2ccc(N(C)C)cc2)CC2CCCO2)oc2ccc(Br)cc12 (configuration not stated)
    21%	-3%	-30%	-2%	1%	20%	4%

Part of the list above in order of count of non-hydrogen atoms, low to high.
Second line of a record: p53null 39C tox	GALK inh	FH mod	B2AR arrestin ag	p53null 32C kill	NTMT1 inh	PTAP-TSG101 blk
> CCCN(CCC)C(=O)CSc1nc2ccccc2c(=O)n1Cc1ccco1
    87%[activator]	3%	-13%	u	2%	-9%	-4%
> Cn1c(=O)c(=O)n(C)c2cc(S(=O)(=O)Nc3ccc(Cl)c(C(F)(F)F)c3)ccc21
    -1%	5%	-29%	1%	4%	3%	-5%
> CC(=O)N1CCc2cc(S(=O)(=O)NC(Cc3ccccc3)C(=O)Nc3cc(C)ccc3C)ccc21 (configuration not stated)
    -3%	0%	16%	0%	1%	-13%	-3%
